H37Rv inhibition: M. tuberculosis growth inhibition, HTS (AID 449762) | M. tuberculosis H37Rv growth inhibition, 7H9 media; higher % means a stronger effect | hit rate 0.59% among 330,000 | one-dose inhibition, % at 25 µM; IC50 in µM for titrated hits; in the data active = a potency from the dose series; inconclusive = inhibition above about 70% without an active follow-up result;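 note: bacterial growth assessed after seven days of incubation; strong numbers were not always called active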
M. tuberculosis: growth inhibition of non-replicating M. tuberculosis (AID 488890) | Mycobacterium tuberculosis non-replicating, growth inhibition; higher % means a stronger effect | inhibition, % at 25 µM, or IC50 in µM where a hit was titrated | hit rate 0.39% among 320,000; in the data active = a potency from the dose series; inconclusive = inhibition mostly from about 82% at the one dose, without a potency; inactive = the rest, 99 in 100 with inhibition below about 76%;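 note: plate controls were DMSO cells for no effect and high antibiotic wells for full effect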
VEEV TC-83 Vero: inhibitors of VEEV TC-83 cytopathic effect, confirmation, Vero cells (AID 588727); Vero cells, VEEV TC-83 cytopathic effect inhibition; higher % means a stronger effect; inhibition, % at 20 µM; hits with a dose series show IC50 in µM; hit rate 0.13% among 350,000; in the data active = a potency from the dose series; inconclusive = inhibition mostly from about 14% at the one dose, without a potency; inactive = the rest, 99 in 100 with inhibition below about 12%; note: strong numbers were not always called active
Salmonella PhoP GFP: PhoP regulon inhibitors, Salmonella typhi PhoP promoter GFP reporter, confirmatory (AID 1850). hit rate 0.33% among 310,000. one-dose inhibition, % at 50 µM; IC50 in µM for titrated hits. Salmonella Typhi PhoP-promoter GFP reporter, fluorescence, 4 h; higher % means a stronger effect; in the data active = a potency from the dose series; inconclusive = inhibition mostly from about 25% at the one dose, without a potency; inactive = the rest, 99 in 100 with inhibition below about 19%;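 note: 0% = induced wells with vehicle and 100% = uninduced wells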
H1N1 NS1A inhibition: NS1A inhibition, H1N1 influenza, cell based functional assay (AID 504329) | NS1A functional cell-based assay, percent inhibition; higher % means a stronger effect | hit rate 0.3% among 340,000 | inhibition, % at 12.5 µM, or IC50 in µM where a hit was titrated; in the data active = a potency from the dose series; inconclusive = inhibition above about 27% without an active follow-up result; note: strong numbers were not always called active
VEEV TC-83 Vero 10K pilot screen: recorded beside VEEV TC-83 Vero, whose call it bears; inhibition, %; measured here: 10K pilot screen inhibition
Active calls of the source: *.

The opening two compounds (preview)
What do the screens show for `COc1ccc(C(=O)COC(=O)C(O)c2ccccc2)c(OC)c1` (stereo unspecified)?
H37Rv inhibition: -1%; M. tuberculosis: 6%; VEEV TC-83 Vero: 3.9%; H1N1 NS1A inhibition: -11%

Results for Cc1cc(=O)n(CC(C)O)c(O)c1C#N (stereo unspecified) ?
H37Rv inhibition: -7%; M. tuberculosis: 1%; VEEV TC-83 Vero: inactive; Salmonella PhoP GFP: 10%; H1N1 NS1A inhibition: -17%

All compounds of this part, from the start:
What do the screens show for `COc1ccc(C(=O)COC(=O)C(O)c2ccccc2)c(OC)c1` (stereo unspecified)?
H37Rv inhibition: -1%; M. tuberculosis: 6%; VEEV TC-83 Vero: 3.9%; H1N1 NS1A inhibition: -11%

Results for Cc1cc(=O)n(CC(C)O)c(O)c1C#N (stereo unspecified) ?
H37Rv inhibition: -7%; M. tuberculosis: 1%; VEEV TC-83 Vero: inactive; Salmonella PhoP GFP: 10%; H1N1 NS1A inhibition: -17%

What do the screens show for `CC(=O)N1CCc2cc(N=NC3=C(O)CCCC3=O)ccc21`?
H37Rv inhibition: -3%; M. tuberculosis: 2%; VEEV TC-83 Vero: 0.5%; Salmonella PhoP GFP: 0%; H1N1 NS1A inhibition: 1%

What do the screens show for `Cn1c(CSc2ncccn2)nnc1SCC(=O)N1CCCCCC1`?
H37Rv inhibition: 0%; M. tuberculosis: -3%; VEEV TC-83 Vero: inactive; Salmonella PhoP GFP: -1%; H1N1 NS1A inhibition: 5%

How did CN(CC(=O)Nc1ccccc1F)S(=O)(=O)c1ccc2c(c1)n(C)c(=O)c(=O)n2C do in these assays?
H37Rv inhibition: -4%; M. tuberculosis: -8%; VEEV TC-83 Vero: 0.2%; Salmonella PhoP GFP: -11%; H1N1 NS1A inhibition: -7%

Results for CC(NC(=S)Nc1ccc(OC(F)F)cc1)c1ccc(F)cc1 (stereo unspecified) ?
H37Rv inhibition: 2%; M. tuberculosis: inconclusive; VEEV TC-83 Vero: 0.6%; Salmonella PhoP GFP: 16%; H1N1 NS1A inhibition: -5%

Results for Cc1ccc2c(-c3csc(N)n3)c[nH]c2c1 ?
H37Rv inhibition: 12%; M. tuberculosis: -9%; Salmonella PhoP GFP: 3%

Results for N#CCCN(C(=O)CO/N=C/c1cccc([N+](=O)[O-])c1)c1ccccc1 ?
H37Rv inhibition: 0%; M. tuberculosis: 19%; VEEV TC-83 Vero: inactive; Salmonella PhoP GFP: 6%; H1N1 NS1A inhibition: 5%

How did CSc1nnc(CNC(=O)C23CC4CC(CC(C4)C2)C3)n1Cc1ccccc1 do in these assays?
H37Rv inhibition: 7%; M. tuberculosis: 27%; VEEV TC-83 Vero: 1.9%; Salmonella PhoP GFP: -5%; H1N1 NS1A inhibition: -7%

What do the screens show for `COc1cc2nc(CN3CCC(Cc4ccccc4)CC3)[nH]c(=O)c2cc1OC`?
H37Rv inhibition: 4%; M. tuberculosis: 21%; VEEV TC-83 Vero: 1.9%; Salmonella PhoP GFP: 10%; H1N1 NS1A inhibition: -2%

How did C/C=C\C=C/C(=O)Nc1cccc(C2=NOC3(C2)C[C@@H](C(N)=O)N(C(=O)COc2ccc(Cl)cc2)C3)c1 (stereo partly specified) do in these assays?
H37Rv inhibition: 25%; M. tuberculosis: 25%; VEEV TC-83 Vero: 3.5%; Salmonella PhoP GFP: -4%; H1N1 NS1A inhibition: 17%

How did COc1cc(C(=O)OCC(=O)NCc2ccc(F)cc2)ccc1OCC(C)C do in these assays?
H37Rv inhibition: -20%; M. tuberculosis: -2%; VEEV TC-83 Vero: 1.2%; Salmonella PhoP GFP: -13%; H1N1 NS1A inhibition: -5%

What do the screens show for `CC(C)CN(C(=O)COC(=O)c1nc(Cl)ccc1Cl)c1c(N)n(Cc2ccccc2)c(=O)[nH]c1=O`?
H37Rv inhibition: -25%; M. tuberculosis: 2%; VEEV TC-83 Vero: 0.4%; Salmonella PhoP GFP: -1%; H1N1 NS1A inhibition: -7%

What do the screens show for `CCOc1cccc(CN2CCCC(N3CCN(c4cccc(Cl)c4)CC3)C2)c1O` (stereo unspecified)?
H37Rv inhibition: 5%; M. tuberculosis: 25%; VEEV TC-83 Vero: inactive; Salmonella PhoP GFP: 5%; H1N1 NS1A inhibition: 9%

Results for CCN(CC)CCNC(=O)c1ccc(Cl)c(S(=O)(=O)N2CCCCCC2)c1 ?
H37Rv inhibition: 0%; M. tuberculosis: 6%; VEEV TC-83 Vero: inactive; Salmonella PhoP GFP: -7%; H1N1 NS1A inhibition: 1%

How did Cc1nn(CC(=O)NCCCN2CCOCC2)c(C)c1[N+](=O)[O-] do in these assays?
H37Rv inhibition: 0%; M. tuberculosis: 13%; VEEV TC-83 Vero: 4.0%; Salmonella PhoP GFP: -9%; H1N1 NS1A inhibition: -8%; VEEV TC-83 Vero 10K pilot screen: 0.0

What do the screens show for `CC(C)[C@H](NC(N)=O)C(=O)Nc1cccc([N+](=O)[O-])c1`?
H37Rv inhibition: -9%; M. tuberculosis: -8%; VEEV TC-83 Vero: 0.3%; Salmonella PhoP GFP: -1%; H1N1 NS1A inhibition: 3%

How did CN(Cc1ccccc1)C(=S)Nc1ccc2nc3n(c(=O)c2c1)CCCCC3 do in these assays?
H37Rv inhibition: -2%; M. tuberculosis: 19%; VEEV TC-83 Vero: 4.9%; Salmonella PhoP GFP: -5%; H1N1 NS1A inhibition: 2%

How did Cc1cc(/C=N/n2cnnc2)c(C)n1-c1ccc(OCc2ccc(F)cc2)cc1 do in these assays?
H37Rv inhibition: -2%; M. tuberculosis: inconclusive; VEEV TC-83 Vero: inactive; Salmonella PhoP GFP: 17%; H1N1 NS1A inhibition: 0%

What do the screens show for `CC(CS(=O)(=O)c1ccccc1[N+](=O)[O-])N1CCOCC1` (stereo unspecified)?
H37Rv inhibition: 0%; M. tuberculosis: 22%; VEEV TC-83 Vero: inactive; Salmonella PhoP GFP: -11%; H1N1 NS1A inhibition: -14%

An excerpt from above in order of molecular weight, falling.
What do the screens show for `CC(C)CN(C(=O)COC(=O)c1nc(Cl)ccc1Cl)c1c(N)n(Cc2ccccc2)c(=O)[nH]c1=O`?
H37Rv inhibition: -25%; M. tuberculosis: 2%; VEEV TC-83 Vero: 0.4%; Salmonella PhoP GFP: -1%; H1N1 NS1A inhibition: -7%

What do the screens show for `CC(CS(=O)(=O)c1ccccc1[N+](=O)[O-])N1CCOCC1` (stereo unspecified)?
H37Rv inhibition: 0%; M. tuberculosis: 22%; VEEV TC-83 Vero: inactive; Salmonella PhoP GFP: -11%; H1N1 NS1A inhibition: -14%

Results for Cc1cc(=O)n(CC(C)O)c(O)c1C#N (stereo unspecified) ?
H37Rv inhibition: -7%; M. tuberculosis: 1%; VEEV TC-83 Vero: inactive; Salmonella PhoP GFP: 10%; H1N1 NS1A inhibition: -17%

(listing goes on)
Results for COCCCNC(=S)N(Cc1cccnc1)Cc1ccc(OC)c(OC)c1 ?
H37Rv inhibition: 0%; M. tuberculosis: -39%; VEEV TC-83 Vero: 0.6%; Salmonella PhoP GFP: -3%; H1N1 NS1A inhibition: -2%

Results for Cc1ccc(CNC(=S)Nc2cc(C)ccc2OC(F)F)cc1 ?
H37Rv inhibition: 2%; M. tuberculosis: 76%; VEEV TC-83 Vero: 2.1%; Salmonella PhoP GFP: 10%; H1N1 NS1A inhibition: 2%

Results for COc1cccc(NC(=S)NC(=O)c2cccnc2)c1 ?
H37Rv inhibition: -1%; M. tuberculosis: 39%; VEEV TC-83 Vero: 1.1%; Salmonella PhoP GFP: 13%; H1N1 NS1A inhibition: -1%

How did CCO/N=C(\N)c1[nH]ncc1Br do in these assays?
H37Rv inhibition: 3%; M. tuberculosis: 0%; VEEV TC-83 Vero: 0.8%; Salmonella PhoP GFP: 8%; H1N1 NS1A inhibition: -27%

Results for O=C(c1ccc2c(c1)CCN2S(=O)(=O)c1ccccc1)N1CCN(c2ccccc2)CC1 ?
H37Rv inhibition: -1%; M. tuberculosis: 15%; VEEV TC-83 Vero: 1.3%; Salmonella PhoP GFP: -4%; H1N1 NS1A inhibition: -1%

What do the screens show for `COc1ccc2c(c1)C(=O)N(c1ccccc1)C(=O)C2`?
H37Rv inhibition: 1%; M. tuberculosis: 12%; VEEV TC-83 Vero: 0.1%; Salmonella PhoP GFP: -1%; H1N1 NS1A inhibition: 3%

What do the screens show for `Fc1ccc(-c2nnc(-c3ccc(F)cc3)o2)cc1`?
H37Rv inhibition: -1%; M. tuberculosis: 8.4µM*; VEEV TC-83 Vero: 0.9%; Salmonella PhoP GFP: -7%; H1N1 NS1A inhibition: -13%

How did Cc1ccc(NC2CCCCC2NS(=O)(=O)c2ccc(Cl)cc2)cc1 (stereo unspecified) do in these assays?
H37Rv inhibition: 4%; M. tuberculosis: -12%; VEEV TC-83 Vero: 1.2%; Salmonella PhoP GFP: -6%; H1N1 NS1A inhibition: 2%

What do the screens show for `COCCCNCCCOc1ccc(Cl)cc1C(C)(C)C`?
H37Rv inhibition: -7%; M. tuberculosis: 65%; VEEV TC-83 Vero: 2.9%; Salmonella PhoP GFP: 3%; H1N1 NS1A inhibition: 2%

How did NNC(=O)c1cccn(Cc2cccc(C(F)(F)F)c2)c1=O do in these assays?
H37Rv inhibition: 5%; M. tuberculosis: 9%; VEEV TC-83 Vero: inactive; Salmonella PhoP GFP: 9%; H1N1 NS1A inhibition: -11%

Results for COc1ccccc1N(CC(=O)Nc1cccnc1)S(C)(=O)=O ?
H37Rv inhibition: -13%; M. tuberculosis: 0%; VEEV TC-83 Vero: 0.7%; Salmonella PhoP GFP: 11%; H1N1 NS1A inhibition: 2%

What do the screens show for `N#CC1=C(N)OC2=C(C(=O)CCC2)C1c1ccncc1` (stereo unspecified)?
H37Rv inhibition: -5%; M. tuberculosis: -11%; VEEV TC-83 Vero: inactive; Salmonella PhoP GFP: 2%; H1N1 NS1A inhibition: -4%

How did CC1=NN(C(=O)c2cc(C)nn2C)C(O)(C(F)(F)F)C1 (stereo unspecified) do in these assays?
H37Rv inhibition: 6%; M. tuberculosis: 7.5µM*; VEEV TC-83 Vero: inactive; Salmonella PhoP GFP: -6%; H1N1 NS1A inhibition: -4%

What do the screens show for `Cc1cc(C)cc(NCc2cc(=O)oc3cc(C)c(O)cc23)c1`?
H37Rv inhibition: -1%; M. tuberculosis: -12%; VEEV TC-83 Vero: 0.5%; Salmonella PhoP GFP: 3%; H1N1 NS1A inhibition: -13%

What do the screens show for `Cc1nnc(-c2cnn(C)c2N)n1Cc1ccccc1`?
H37Rv inhibition: 0%; M. tuberculosis: -9%; VEEV TC-83 Vero: 2.0%; Salmonella PhoP GFP: 1%; H1N1 NS1A inhibition: 4%

How did COc1ccc(Br)cc1C1N2CC3(C)CN1CC(C)(C2)C3=O (stereo unspecified) do in these assays?
H37Rv inhibition: -8%; M. tuberculosis: -7%; VEEV TC-83 Vero: 1.7%; Salmonella PhoP GFP: -7%; H1N1 NS1A inhibition: 0%

How did Cc1cc(C(=O)NCc2cccnc2)cs1 do in these assays?
H37Rv inhibition: -3%; M. tuberculosis: 9%; VEEV TC-83 Vero: inactive; Salmonella PhoP GFP: -11%; H1N1 NS1A inhibition: -6%

What do the screens show for `COC(=O)c1ccc(CN2C(=O)C(C)N(C(=O)c3c(F)cccc3F)c3ccccc32)cc1` (stereo unspecified)?
H37Rv inhibition: 3%; M. tuberculosis: 12%; VEEV TC-83 Vero: 5.0%; Salmonella PhoP GFP: 0%; H1N1 NS1A inhibition: -7%

How did O=C(NCCCN1CCCC1=O)c1cc(NS(=O)(=O)c2ccc(F)cc2)cc(NS(=O)(=O)c2ccc(F)cc2)c1 do in these assays?
H37Rv inhibition: 2%; M. tuberculosis: -3%; VEEV TC-83 Vero: 0.9%; Salmonella PhoP GFP: 1%; H1N1 NS1A inhibition: 2%

How did CCc1ccc(NC(=O)c2cc(-c3cccs3)on2)cc1 do in these assays?
H37Rv inhibition: inconclusive; M. tuberculosis: 57%; VEEV TC-83 Vero: 2.7%; Salmonella PhoP GFP: -4%; H1N1 NS1A inhibition: -1%

What do the screens show for `Cn1cc(C(=O)N/N=C/c2cc(Br)cs2)c2ccccc21`?
H37Rv inhibition: 7%; M. tuberculosis: -21%; Salmonella PhoP GFP: 1%

How did OCCC1CN(Cc2cccn2-c2cccnc2)CCN1Cc1ccccc1 (stereo unspecified) do in these assays?
H37Rv inhibition: -3%; M. tuberculosis: 3%; VEEV TC-83 Vero: 0.1%; Salmonella PhoP GFP: 1%; H1N1 NS1A inhibition: -3%

Bioassay records: PubChem, Southern Research Specialized Biocontainment Screening Center
